Screening data as filed in PubChem.
TNAP inh hi DEA = inhibitors of human TNAP at high phosphate acceptor concentration; P05186; 0.03% of 200,000 active; AID 1135; inhibition, % at 20 µM; purified TNAP, CDP-star luminescence, 1 M DEA;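 active = over 50% inhibition of tissue-nonspecific alkaline phosphatase at 20 µM in the single-dose screen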;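 also: plate controls were DMSO wells for no effect and EDTA-quenched wells as full inhibition for full effect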
Target sequence (P05186 whole entry, looked up): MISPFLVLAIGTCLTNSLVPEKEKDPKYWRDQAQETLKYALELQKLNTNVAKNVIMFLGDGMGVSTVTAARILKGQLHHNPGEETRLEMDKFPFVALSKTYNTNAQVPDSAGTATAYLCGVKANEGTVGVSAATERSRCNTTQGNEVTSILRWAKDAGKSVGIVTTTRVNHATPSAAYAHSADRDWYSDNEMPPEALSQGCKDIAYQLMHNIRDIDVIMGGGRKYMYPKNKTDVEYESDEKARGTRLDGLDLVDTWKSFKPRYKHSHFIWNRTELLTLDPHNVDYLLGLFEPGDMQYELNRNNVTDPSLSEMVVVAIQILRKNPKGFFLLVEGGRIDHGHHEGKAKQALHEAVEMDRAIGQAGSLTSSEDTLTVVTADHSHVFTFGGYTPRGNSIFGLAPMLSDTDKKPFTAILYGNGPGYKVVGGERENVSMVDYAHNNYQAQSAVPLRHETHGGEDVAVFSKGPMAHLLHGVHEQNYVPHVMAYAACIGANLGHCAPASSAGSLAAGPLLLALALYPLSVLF
Diaphorase inh = inhibits diaphorase or chemically oxidizes, flagging diaphorase assay artifacts; diaphorase resazurin-to-resorufin fluorescence, NADH, 16 min; bacterial (C. kluyveri) enzyme, not human; 0.69% of 190,000 active; inhibition, % at 20 µM;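 active = primary screen inhibition at 20 µM above a set limit, cut at about 50% in these data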;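 also: plate controls were DMSO with full reaction for no effect and wells lacking NADH for full effect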
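Benchmarks: positive control wells lacking NADH, neutral wells with DMSO only. System: bacterial diaphorase enzyme (C. kluyveri). Input: 0.14 U/mL diaphorase, enzyme working solution. Detection: resorufin fluorescence, excitation 544 nm, emission 590 nm. Times: 16-min room-temperature incubation before reading.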
bIAP activator = increases bovine intestinal alkaline phosphatase activity | purified bovine IAP, CDP-star luminescence, 30 min; stronger effect = higher value; fold of DMSO-control signal, blank-subtracted | activation factor at 20 µM | 0.17% of 200,000 active | AID 1016;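 active = activation factor of 2 or more at 20 µM, a signal rise over negative controls twice the positive control's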
bIAP inhibitor = intestinal alkaline phosphatase (bovine) inhibition; purified bovine IAP, CDP-star luminescence, 30 min; inhibition, % at 20 µM; 190,000 tested, under 10 active; AID 1019;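 active = over 50% inhibition of intestinal alkaline phosphatase at 20 µM in the single-dose screen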
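test system = bovine IAP enzyme | medium = DEA buffer 100 mM, pH 9.8, with MgCl2 1.0 mM, ZnCl2 0.02 mM | detection = luminescence | dosing = single compound dose of 20 µM, 2% DMSO final | incubation = 30 min reaction at room temperature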
TNAP act hi DEA = increases human TNAP activity under high phosphate acceptor concentration | activation factor at 20 µM | purified TNAP, CDP-star luminescence, 1 M DEA, 30 min; stronger effect = higher value; 0 = EDTA background, 1 = DMSO-only activity | 200,000 tested, under 10 active | P05186;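 active = activation factor at least 2 at 20 µM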
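Control set: EDTA negative control, DMSO positive control / Assay system: human TNAP / Quantity: TNAP 1/800 final / Evaluation: TNAP activation factor scaled between EDTA and DMSO control wells / Measured by: luminescent substrate turnover signal / Compound dosing: one dose, 20 µM / Times: 30 min enzyme reaction at room temperature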
PMI activator = phosphomannose isomerase (human) activation; P34949; purified human PMI, coupled resazurin fluorescence, 20 min; stronger effect = higher value; 1 = vehicle control, 0 substrate-free wells; activation factor at 20 µM; 0.005% of 190,000 active;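 active = activation factor of 2 or more at 20 µM, relative to plate controls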
Target sequence (P34949 whole entry, looked up): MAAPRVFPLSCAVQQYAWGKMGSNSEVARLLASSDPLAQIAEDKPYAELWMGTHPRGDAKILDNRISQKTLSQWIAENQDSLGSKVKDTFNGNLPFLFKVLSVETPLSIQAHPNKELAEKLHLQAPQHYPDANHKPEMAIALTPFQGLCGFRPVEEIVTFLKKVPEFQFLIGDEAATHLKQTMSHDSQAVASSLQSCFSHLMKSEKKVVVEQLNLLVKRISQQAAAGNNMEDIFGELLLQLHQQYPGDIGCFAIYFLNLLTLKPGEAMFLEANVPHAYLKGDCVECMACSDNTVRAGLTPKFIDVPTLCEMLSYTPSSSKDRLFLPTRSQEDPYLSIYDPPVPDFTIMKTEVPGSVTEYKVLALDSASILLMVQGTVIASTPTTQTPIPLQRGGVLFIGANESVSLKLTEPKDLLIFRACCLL
Lmaj promast = inhibitors of Leishmania major promastigote growth; AID 1063; inhibition, % at 10 µM; Leishmania major promastigotes, resazurin fluorescence viability; 9% of 200,000 active; in the data active = inhibition above about 50%;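 also: promastigotes grown with compound for 44 hours at 28 °C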
Diaph act CS = activates diaphorase or chemically reduces, flagging diaphorase assay artifacts; Diaphorase/resazurin coupled assay, resorufin fluorescence, 16 min; stronger effect = higher value; 1 = vehicle wells, 0 = NADH-free wells; activation factor at 20 µM; 0.005% of 190,000 active;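 active = diaphorase activity raised at least twofold by the compound at 20 µM; inactive = activation factor below 2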
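Assay system: Purified diaphorase enzyme from Clostridium kluyveri | Amount: Enzyme 0.07 U/mL final | Dosing: Compound 20 µM once, DMSO 1% | Timing: 16 min reaction at room temperature | Detection: Fluorescence, excitation 544 nm and emission 590 nm | Evaluation: Higher resorufin formation from activation or reduction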
TNAP inh no acc = TNAP (human) inhibition, acceptor-free conditions; purified TNAP, CDP-star luminescence, 30 min; inhibition, % at 20 µM; 0.26% of 200,000 active;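 active = tissue-nonspecific alkaline phosphatase inhibition above about 50% at 20 µM in the single-dose screen, limit read from the data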;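 also: 0% = DMSO negative control and 100% = EDTA positive control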
PMI act hi M6P = PMI (human) activation, high substrate. AID 1216. P34949. coupled PMI enzyme assay, resazurin fluorescence, 20 min; stronger effect = higher value; 1 = untreated enzyme, 0 = substrate-free blank. 0.34% of 190,000 active. activation factor at 20 µM;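 active = activation factor of 2 or more at 20 µM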
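Test system: human phosphomannose isomerase with PGI, G6PDH, diaphorase coupling enzymes; amount: 15 ng/mL PMI; incubation: enzyme reaction with compound 20 min at room temperature; technique: resorufin fluorescence (Ex 544/Em 590 nm) from resazurin via diaphorase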
The depositor's hits bear a star.

Compound	TNAP inh hi DEA	Diaphorase inh	bIAP activator	bIAP inhibitor	TNAP act hi DEA	PMI activator	Lmaj promast	Diaph act CS	TNAP inh no acc	PMI act hi M6P
CCCN(C(=S)Nc1ccccc1)C1CCS(=O)(=O)C1 (configuration not stated)	2	7	1	1	1	1	-4	0.9	-2	0.9
O=C(CCCN1C(=O)/C(=C/c2cccs2)SC1=S)Nc1ccc(C(=O)O)cc1	10	41	1	-2	0.9	1.1	-9	0.6	9	1
CCN1CCCC(NC(=O)c2cc([N+](=O)[O-])ccc2OC)C1 (configuration not stated)	0	11	0.9	7	1	1.1	47	0.9	-14	1
COc1ccc(COC(=O)N/N=C(\C)CC(=O)Nc2c(C)cc(C)cc2C)cc1	-8	8	1.1	-7	1.1	1	-12	0.9	-14	1.1
COc1cccc2[nH]c3c(N4CCN(Cc5ccc6c(c5)OCO6)CC4)ncnc3c12	-1	-19	1.7	-70	1	1	89*	1.2	-10	1.1
Cc1nn(-c2ccccc2)c(Cl)c1/C=C1\C(=O)N(C)C(=S)N1C	-6	-10	1.1	-11	1.1	1.2	-1	1.1	0	1.1
CCOc1ccc(OCC)c(-c2c(=O)n(OCc3ccc(C(C)(C)C)cc3)c3ccccc3[n+]2[O-])c1	-3	16	0.9	6	1	0.9	22	0.8	-5	0.9
COc1ccc(NC(=O)Nc2cc(C)ccc2OC(F)F)c(OC)c1	-4	12	0.9	13	1	0.9	67*	0.9	-12	0.9
Cc1ccc(-n2cc(CN3CCC(O)(c4ccccn4)CC3)c(-c3ccc(F)cc3)n2)cc1	-5	6	1.1	-9	1.1	0.9	73*	0.9	-9	1
CCOc1ccc(Cn2nnc(C(=O)NCc3ccccc3)c2N)cc1	-4	11	0.9	9	1	1	-3	0.9	-16	1
CN1c2ccccc2C(O)=C(C(=S)Nc2ccc(F)c(Cl)c2)S1(=O)=O	-4	14	0.9	7	1	1	-7	0.9	-12	1
O=C(c1ccccc1)N1CCC(=O)N1c1ccccc1	-2	-4	1.3	-30	1	1	27	1	-16	1.1
O=C(NC(=S)Nc1ccc(NC(=O)c2ccco2)cc1)c1ccccc1	-3	7	1	2	1	1	-5	0.9	-5	1
COc1cccc(C2NC(=O)NC(C)=C2C(=O)Nc2cc(OC)ccc2OC)c1 (configuration not stated)	-3	12	0.7	32	1	1	0	0.9	-6	0.9
O=C(COc1ccccc1Br)N1CCN(c2ccccc2)CC1	-5	-4	1	-4	1.1	1	19	1	-10	1
CCOc1ccc(N2CC(C(=O)Nc3ccc(S(=O)(=O)Nc4ncccn4)cc3)CC2=O)cc1 (configuration not stated)	-3	20	1.1	-8	1	0.8	-6	0.8	-7	0.9
O=S(=O)(Nc1ccc(Cl)cn1)c1ccc(Cl)cc1	1	-4	1	-1	1	1	-7	1	-5	1.1
CCOc1ccc(OCC(=O)Nc2ccc(S(=O)(=O)Nc3cc(C)nc(C)n3)cc2)cc1	0	6	0.9	8	1	1	-3	0.9	-11	1
Cc1ccccc1-c1nnc(SCC#N)o1	-8	18	0.9	12	1.1	0.9	-6	0.8	-9	0.9
Cc1nnc(SCC(=O)N2CCN(S(=O)(=O)c3ccccc3)CC2)[nH]c1=O	1	23	1	2	1	0.8	-6	0.8	-11	0.8
CCCNc1nc2c(c(=O)n(C)c(=O)n2C)n1CCC(C)C	-4	13	1	0	1	1	-2	0.9	-10	1
COC(=O)CSc1nnc(CNC(=O)c2ccc(OC)c(OC)c2)n1C	-3	8	1.1	-8	1	0.9	-3	0.9	-2	0.9
COc1ccc(S(=O)(=O)NCC2CCCN(C(=O)CNC(C)=O)C2)cc1 (configuration not stated)	-5	12	1	4	1.1	1	-3	0.9	-4	1
CCOC(=O)c1ccc(NC(=O)NC2CCN(CC(=O)NCc3ccc4c(c3)OCO4)CC2)cc1	-7	8	1.2	-24	1.1	1	-4	0.9	-16	1
COC(=O)c1ccc(C2OCC(C)(C)CO2)cc1	-4	13	1.2	-15	1	1.1	-5	0.9	-12	1.1
CCOc1ccc(C2C=C(c3ccc(C)cc3)Nc3ncnn32)cc1 (configuration not stated)	-4	13	1	-4	1	1.4	38	0.9	-7	1.4
C=CCN1C(=O)S/C(=C\c2ccc3c(c2)n(C)c(=O)n3C)C1=O	1	0	0.7	26	1	0.9	15	1	-14	1
CCn1cc(NC(=O)Nc2ccccc2C(=O)OC)c(C(N)=O)n1	-5	20	0.9	10	1.1	0.9	-1	0.8	-6	0.9
Cc1cc(Br)c(NC(=O)c2ccccc2[N+](=O)[O-])cc1C	-3	13	1	4	1	1	5	0.9	-5	1
COc1cc(-c2nnc(Cn3cc(C(F)(F)F)ccc3=O)o2)cc(OC)c1OC	-2	9	0.9	5	1	0.9	2	0.9	-8	1

A draw from above in order of heavy-atom count, low to high:
Compound	TNAP inh hi DEA	Diaphorase inh	bIAP activator	bIAP inhibitor	TNAP act hi DEA	PMI activator	Lmaj promast	Diaph act CS	TNAP inh no acc	PMI act hi M6P
Cc1ccccc1-c1nnc(SCC#N)o1	-8	18	0.9	12	1.1	0.9	-6	0.8	-9	0.9
COC(=O)c1ccc(C2OCC(C)(C)CO2)cc1	-4	13	1.2	-15	1	1.1	-5	0.9	-12	1.1
CCCNc1nc2c(c(=O)n(C)c(=O)n2C)n1CCC(C)C	-4	13	1	0	1	1	-2	0.9	-10	1
C=CCN1C(=O)S/C(=C\c2ccc3c(c2)n(C)c(=O)n3C)C1=O	1	0	0.7	26	1	0.9	15	1	-14	1
CCn1cc(NC(=O)Nc2ccccc2C(=O)OC)c(C(N)=O)n1	-5	20	0.9	10	1.1	0.9	-1	0.8	-6	0.9
COc1ccc(S(=O)(=O)NCC2CCCN(C(=O)CNC(C)=O)C2)cc1 (configuration not stated)	-5	12	1	4	1.1	1	-3	0.9	-4	1
COc1cc(-c2nnc(Cn3cc(C(F)(F)F)ccc3=O)o2)cc(OC)c1OC	-2	9	0.9	5	1	0.9	2	0.9	-8	1
CCOc1ccc(N2CC(C(=O)Nc3ccc(S(=O)(=O)Nc4ncccn4)cc3)CC2=O)cc1 (configuration not stated)	-3	20	1.1	-8	1	0.8	-6	0.8	-7	0.9

(list continues)
Compound	TNAP inh hi DEA	Diaphorase inh	bIAP activator	bIAP inhibitor	TNAP act hi DEA	PMI activator	Lmaj promast	Diaph act CS	TNAP inh no acc	PMI act hi M6P
Cc1nnc(SCC(=O)NC2CCCCC2)n(N)c1=O	-2	14	0.9	11	1	0.9	-14	0.9	-7	1
Cc1ccnc(SCc2ccc([N+](=O)[O-])cc2)n1	-6	6	0.8	17	1.1	1	2	0.9	-7	1
Nc1nnc(SCC(=O)N2CCc3ccccc32)n1-c1ccccc1	-6	8	1	-3	1.1	0.8	4	0.9	-7	0.9
C/C(=N\NC(=O)c1cccnc1)c1nnn(-c2nonc2N)c1C	-1	-1	1.1	-6	1	1.2	-8	1	-8	1.1
O=C(O)c1cc(-c2ccc3c(c2)OCO3)nc2ccccc12	-2	29	1	0	1	0.8	-7	0.7	-4	0.8
O=C(CCn1cnc(-c2ccccc2)c1-c1ccccc1)N/N=C/c1ccccc1O	-2	26	0.9	10	1	1	98*	0.7	-26	0.9
COc1c(C)cc(S(=O)(=O)N2CCOCC2)c(C)c1C	-1	5	1.1	-7	1	1	3	1	-3	1
COC(=O)c1ccc(CSc2nc3sc4c(c3c(=O)n2C)CCCC4)o1	-8	22	0.9	6	1.1	0.9	-9	0.8	-8	0.9
Cc1ccc2c(c1)nnn2C1CCN(CC(=O)Nc2ccccc2N2CCOCC2)CC1	-6	25	1	-2	1.1	0.9	59*	0.7	-11	0.9
Cc1cc(N/C=C/C(=O)c2cccs2)ccc1F	-3	28	1	-5	1	1	-8	0.7	-9	0.8
CCCC(OC(=O)CN1C(=O)COc2ccccc21)C(=O)NC1CCCC1 (configuration not stated)	1	-1	1	0	1	1	-7	1	-5	1.1
COC(=O)c1ccnc(SCC(=O)c2ccccc2)c1	-3	1	0.9	8	1	1.2	-8	1	-4	1.1
Clc1ccc(-c2nnc(-c3ccccc3)nc2-c2c[nH]c3ccccc23)cc1	-4	-1	0.6	37	1	1.1	0	1	-9	1.1
CC1=CC(=O)N(c2cccc(C(F)(F)F)c2)C1c1ccc(Cl)cc1 (configuration not stated)	4	9	0.9	11	1	1	18	0.9	18	1
CC(C)CC(=O)NCc1ccc2[nH]c3c(c2c1)CCCC3	-3	-4	1.3	-27	1	1.1	-2	1	-3	0.9
Cc1cc(C)nc(/N=C(\N)Nc2ccc(S(=O)(=O)O)cc2)n1	-5	6	1	-4	1	1.1	-7	0.9	-18	1.1
O=C1C2C3C=CC(C3)C2C(=O)N1CCN1CCN(S(=O)(=O)c2ccc3ccccc3c2)CC1 (configuration not stated)	-2	21	1.1	-7	1	1	24	0.8	2	1
O=C1OC(c2ccco2)=N/C1=C\c1ccc(-c2cccc(C(F)(F)F)c2)o1	1	10	1	2	1	1	-4	0.9	18	1
COc1ccc(CNC(=O)COC(=O)CC2CCCC2)cc1	-4	-11	1	4	1	1.1	-11	1.1	7	1.2
NS(=O)(=O)c1ccc(NC(=O)/C=C/c2ccc3c(c2)OCO3)cc1	8	-10	1.2	-17	0.9	1	-13	1.1	4	1
COc1ccc2nc3ccccc3nc2c1NC(=O)c1ccc(Cl)cc1	3	16	1	4	1	1	-8	0.8	-10	0.8
CC(C)(C)C1(O)CC(C(F)(F)F)=NN1C(=O)Cc1ccc([N+](=O)[O-])cc1 (configuration not stated)	-1	2	0.9	7	1	1	2	1	-10	1
C=CCn1c(SCC(=O)Nc2ccc3c(c2)CCC3)nnc1-c1cccs1	-3	13	1	5	1	0.8	1	0.9	-8	0.9
O=C(NCN1CCN(c2ccccc2F)CC1)c1cccnc1	-3	-20	0.9	9	1	1.2	-5	1.2	1	1.2
CN(C)c1cc(-c2ccccc2)nc(N)n1	-1	9	1	2	1	1	38	0.9	-6	0.9
COc1cc2[nH]c3c(=O)n(CCN4CCCCC4)cnc3c2cc1OC	-3	6	1.1	-7	1	1	6	0.9	-11	0.9
